# HTRA1 inhibitor – inhibitors of human serine peptidase HTRA1. Q92743. recombinant HTRA1, FP-rhodamine activity-based probe, fluorescence polarization. AID 504803. 0.5% of 340,000 active. inhibition, % at 5.96 µM; in the data active means inhibition above about 36%;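 further: 0% = enzyme with DMSO and 100% = wells lacking enzyme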
# NPR2 activator – GC-B (human) receptor activation; P20594; HEK293-GC-B cells, CNP EC30, cGMP TR-FRET; 0% at EC30 CNP, 100% saturating CNP; activation, % at 10 µM; 0.11% of 370,000 active; AID 1920062;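 active means activation at 10 µM reaching about 35% in either raw or pattern-adjusted values, limit read from the data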
# PG9 Ab binder – binds the HIV-1 gp120 antibody PG9. 0.43% of 360,000 active. AID 624416. TR-FRET gp120-PG9 antibody binding. inhibition, % at 6.7 µM; in the data active means inhibition above about 8.5%
# mABHD4 FP – inhibitors of mouse ABHD4; purified mABHD4, FP-Rh probe fluorescence polarization; inhibition, % at 8.92 µM; 0.54% of 370,000 active;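 active means inhibition exceeding the mean over every tested compound plus 3 SD, cut at about 30% in these data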;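 further: 0% = plate median of compound wells and 100% = S159A mutant with DMSO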
# Target sequence (Q8VD66 whole entry, looked up): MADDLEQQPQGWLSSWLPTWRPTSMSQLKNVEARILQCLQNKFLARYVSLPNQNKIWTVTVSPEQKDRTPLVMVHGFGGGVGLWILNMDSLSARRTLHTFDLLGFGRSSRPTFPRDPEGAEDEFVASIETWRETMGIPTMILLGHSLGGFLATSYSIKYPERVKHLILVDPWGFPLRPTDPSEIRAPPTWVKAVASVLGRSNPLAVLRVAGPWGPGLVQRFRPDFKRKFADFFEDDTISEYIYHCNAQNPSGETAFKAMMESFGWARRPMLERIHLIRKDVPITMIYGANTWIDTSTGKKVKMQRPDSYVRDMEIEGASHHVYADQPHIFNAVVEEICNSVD
#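 Test system: mouse ABHD4 enzyme, wild type. Reagent: FP-Rh fluorescent activity-based probe, added after compound pre-incubation. Timing: pre-incubation 45 min, probe exposure 60 min, at 25 °C. Technique: FP readout, ex 525 nm / em 598 nm. Benchmarks: high control S159A mutant with DMSO, low control median of compound wells.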
# GC-A act – GC-A (human) enzyme activation | HEK293 GC-A cells, cGMP TR-FRET, EC30 ANP; 0% at EC30 ANP, 100% saturating ANP | activation, % at 10 µM | 0.14% of 370,000 active | AID 1671463; in the data active means activation above about 40%
# Rev-erbA mod – modulators of human Rev-erb alpha DNA binding | P20393 | Rev-erbα–FITC-DNA binding, fluorescence polarization, 90 min | activity, % at 10 µM | 0.79% of 370,000 active;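 active means activity above about 14%, limit read from the data; passing the limit was not always enough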;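 further: 0% = DMSO wells with 35 nM protein and 100% = DMSO wells with 750 nM protein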
# Target sequence (P20393 whole entry, looked up): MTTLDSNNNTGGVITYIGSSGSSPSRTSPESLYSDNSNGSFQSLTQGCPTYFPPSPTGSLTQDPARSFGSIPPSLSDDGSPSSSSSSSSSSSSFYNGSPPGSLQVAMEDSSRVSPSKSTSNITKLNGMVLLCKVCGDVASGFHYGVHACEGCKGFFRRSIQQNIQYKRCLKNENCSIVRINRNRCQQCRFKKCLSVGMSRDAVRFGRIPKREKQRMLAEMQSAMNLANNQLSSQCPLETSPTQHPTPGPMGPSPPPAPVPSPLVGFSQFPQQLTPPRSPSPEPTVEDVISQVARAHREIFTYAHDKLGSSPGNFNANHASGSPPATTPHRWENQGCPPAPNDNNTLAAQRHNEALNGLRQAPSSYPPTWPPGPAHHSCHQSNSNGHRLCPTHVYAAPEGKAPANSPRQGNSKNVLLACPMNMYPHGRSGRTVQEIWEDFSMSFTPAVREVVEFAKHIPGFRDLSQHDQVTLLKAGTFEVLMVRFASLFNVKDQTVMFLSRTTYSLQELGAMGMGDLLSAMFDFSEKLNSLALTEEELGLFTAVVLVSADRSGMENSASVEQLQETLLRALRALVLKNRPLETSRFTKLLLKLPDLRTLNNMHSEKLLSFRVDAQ
# ARFGAP1 inh – inhibitors of rat ARFGAP1; inhibition, % at 16.5 µM; 0.26% of 360,000 active; Arfgap1-stimulated ARF1 GTP hydrolysis, GDP FP detection; AID 651572;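 active means inhibition above a per-plate limit, mean inhibition of low control wells plus 3 SD, cut at about 25% in these data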;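 further: 0% = DMSO wells with enzyme and 100% = wells lacking Arfgap1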
# Target sequence (Q62848 1-136 limits assumed): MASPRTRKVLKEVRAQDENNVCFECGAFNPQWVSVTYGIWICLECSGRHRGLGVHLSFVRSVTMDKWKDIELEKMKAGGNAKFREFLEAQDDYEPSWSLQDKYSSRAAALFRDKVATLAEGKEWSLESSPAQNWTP
#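 System: truncated rat Arfgap1 GAP domain / Benchmarks: high control wells lacking Arfgap1, low control full reaction with DMSO / Times: compound-enzyme preincubation 20 min, reaction 120 min, detection 60 min, 25 °C / Repeats: one replicate per compound / Also added: human ARF1(Δ1-17)-GTP substrate / Measured by: Tracer-displacement fluorescence polarization with EDTA stop, 620/688 nm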
# ASAP1 inh – blocks human ASAP1-stimulated Arf1 GTP hydrolysis; inhibition, % at 16.5 µM; GDP FP detection; 0.19% of 360,000 active; in the data active means inhibition above about 25%;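 further: 0% = vehicle with enzyme and substrate and 100% = no enzyme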
# rCAG RNA binder – binds r(CAG) RNA repeats; inhibition, % at 3 µM; AID 651821; r(CAG) RNA repeat, TO-PRO-1 dye displacement fluorescence; 1.3% of 370,000 active;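 active means inhibition above the plate cutoff, the mean of all test compounds on that plate plus 3 SD, cut at about 35% in these data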;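 further: 0% = DMSO alone and 100% = 100 µM mitoxantrone as full dye displacement; higher means more dye released from RNA so lower well fluorescence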
# SMARCA2 act – SMARCA2 function activation, primary screen; MG213 cells, MMTV-luciferase reporter, dexamethasone, overnight; 1% of 370,000 active; activation, % at 9.1 µM; AID 652017; in the data active means activation above about 7.8%;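 further: 0% = vehicle wells and 100% = reference activator wells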
# The depositor's hits bear a star; x = not tested or not shown; & = joins results of further samples. Random draw from the library; about 4.4% have a hit in one of these screens.
# Start of the data: the first 3 compounds as a preview:
SMILES,HTRA1 inhibitor,NPR2 activator,PG9 Ab binder,mABHD4 FP,GC-A act,Rev-erbA mod,ARFGAP1 inh,ASAP1 inh,rCAG RNA binder,SMARCA2 act
O=C(NNC1=NCCC1)c1cccc(S(=O)(=O)N2CCOCC2)c1,4,1,-2.5,-1,-1,0,14,-4,1,3
CCn1c(O)c(/C=C2\C=NN=C2c2ccc(C)cc2)sc1=S,0,10,-2.2,4,2,-5,-12,-11,2,-1
COCCCNC(=O)/C(C#N)=C/c1c(N2CCN(c3ccc(OC)cc3)CC2)nc2c(C)cccn2c1=O,-4,2,-2.3,2,2,-4,3,1,-4,-2

# The list itself, repeating the preview:
SMILES,HTRA1 inhibitor,NPR2 activator,PG9 Ab binder,mABHD4 FP,GC-A act,Rev-erbA mod,ARFGAP1 inh,ASAP1 inh,rCAG RNA binder,SMARCA2 act
O=C(NNC1=NCCC1)c1cccc(S(=O)(=O)N2CCOCC2)c1,4,1,-2.5,-1,-1,0,14,-4,1,3
CCn1c(O)c(/C=C2\C=NN=C2c2ccc(C)cc2)sc1=S,0,10,-2.2,4,2,-5,-12,-11,2,-1
COCCCNC(=O)/C(C#N)=C/c1c(N2CCN(c3ccc(OC)cc3)CC2)nc2c(C)cccn2c1=O,-4,2,-2.3,2,2,-4,3,1,-4,-2
COc1cc(OC)cc(C(=O)OC(C)C(=O)NC2CCCc3ccccc32)c1 (configuration not stated),-6,-3,-0.8,-2,-3,-3,0,-1,-2,4
COc1cc(/C=N/NC(=O)c2ccncc2)ccc1O,0&2,2&-5,-0.2&-0.8,0&-11,-2&2,-1&0,12&6,6&5,-1&1,-4&0
N#CCCN(Cc1cccs1)C(=O)c1ccc(Cl)cc1,-2,-4,0.2,3,-5,0,0,-12,-3,-2
Cc1cc(=O)oc2ccc(OC(=O)CN3C(=O)c4cccc([N+](=O)[O-])c4C3=O)cc12,2,-3,-0.5,14,0,1,-16,4,5,-2
CCCCOc1ccc(C(=O)N/C(=C/C=C/c2ccccc2)C(=O)N2CCOCC2)cc1,-20,5,-1.5,-6,5,-3,-2,-12,5,-1
CC1(C)CC(=O)C=C(c2ccc(CO)cc2)C1=O,2,4,-0.6,5,6,-3,4,-11,1,-1
COc1ccc(Br)cc1CN(C)CC(=O)Nc1cc(Cl)cc(Cl)c1,-45,-10,-0.7,6,-12,3,1,5,-3,0
COc1ccc(C2CC(c3cccc(F)c3)=NN2c2ccc(S(N)(=O)=O)cc2)cc1 (configuration not stated),-24,7,3.8,-21,14,-7,15,12,8,0
CN1C(=O)C(O)(C2COC(C)(C)CC2=O)c2ccccc21 (configuration not stated),7,5,-1.6,2,-2,2,10,5,1,0
Cc1cc2c(C)c(C)c(=O)[nH]c2cc1N,10,3,-1.9,5,-3,2,1,-3,7,-5
CCn1c(Cc2ccc(OC)cc2)nnc1SCC(=O)NC1CC1,-1,1,0.9,3,2,0,-4,-6,-3,-2
CCOc1ccc(N2CC(C(=O)NCCN3C(=O)S/C(=C\c4ccc(OC)c(OC)c4)C3=O)CC2=O)cc1 (configuration not stated),0,-4,-1.0,2,1,0,0,10,2,-2
O=C(COc1cccnc1[N+](=O)[O-])NC1CCS(=O)(=O)C1 (configuration not stated),6,5,-2.2,0,1,-4,3,4,-2,0
CC[C@H]1C=C[C@@H](C(=O)NS(=O)(=O)c2ccc(C)cc2)N(C(C)=O)C1,x,8,x,3,3,-3,x,x,5,-2
CCc1c(C)nc2cc(-c3cc(OC)cc(OC)c3)nn2c1N1CCN(CCN2CCOCC2)CC1,-10,5,-0.3,1,10,-4,-3,10,-7,-1
CC(=O)c1cccc(NC(=O)CCS(=O)(=O)c2cc3c(cc2C)NC(=O)CO3)c1,4,1,-1.4,-1,2,-1,6,-6,3,0
CCOC(=O)N1CCC(Nc2c(Nc3cccc(CC)c3)c(=O)c2=O)CC1,-2,1,-0.7,16,-3,-2,2,11,3,-4

# Rewritten with two lines to a compound: entries from further up.
# Fields: HTRA1 inhibitor, NPR2 activator, PG9 Ab binder, mABHD4 FP, GC-A act, Rev-erbA mod, ARFGAP1 inh, ASAP1 inh, rCAG RNA binder, SMARCA2 act
- O=C(COc1cccnc1[N+](=O)[O-])NC1CCS(=O)(=O)C1 (configuration not stated)
 : 6, 5, -2.2, 0, 1, -4, 3, 4, -2, 0
- CC[C@H]1C=C[C@@H](C(=O)NS(=O)(=O)c2ccc(C)cc2)N(C(C)=O)C1
 : x, 8, x, 3, 3, -3, x, x, 5, -2
- CCc1c(C)nc2cc(-c3cc(OC)cc(OC)c3)nn2c1N1CCN(CCN2CCOCC2)CC1
 : -10, 5, -0.3, 1, 10, -4, -3, 10, -7, -1
- CC(=O)c1cccc(NC(=O)CCS(=O)(=O)c2cc3c(cc2C)NC(=O)CO3)c1
 : 4, 1, -1.4, -1, 2, -1, 6, -6, 3, 0

# (list continues)
SMILES,HTRA1 inhibitor,NPR2 activator,PG9 Ab binder,mABHD4 FP,GC-A act,Rev-erbA mod,ARFGAP1 inh,ASAP1 inh,rCAG RNA binder,SMARCA2 act
c1ccc(CCN2CCN=C2Nc2ccccc2)cc1,5,-4,2.0,6,0,0,13,8,0,0
Cc1cc2oc(=O)cc(CN3CCCC3)c2cc1Cl,x,1,-0.4,-4,-3,0,-1,7,18,-3
CCOC(=O)C1(C)CCN1C(=O)c1ccco1 (configuration not stated),x,1,-0.1,4,3,0,4,-11,1,-2
CSC1=NC(C(Cl)(Cl)Cl)N=C(c2ccccc2)N1 (configuration not stated),-4,-4,-0.9,2,-4,0,2,5,-4,-3
O=C(COC(=O)C1CCC(=O)N1)Nc1ccc(Br)cc1 (configuration not stated),-4,10,0.1,0,4,-1,-15,15,-2,0
CC1(CCc2ccccc2)NC(=O)N(CC(=O)N2CCc3ccccc32)C1=O (configuration not stated),-3,0,1.2,1,3,-1,8,0,4,-1
CN1CCN(C(=S)Nc2ccc(Cl)cc2)CC1,5,-1,2.7,3,1,-5,0,-2,-3,-2
CCC(CC)C(=O)c1c[nH]c(C(=O)NCc2ccncc2)c1,2,5,-1.2,-2,2,4,8,11,-1,1
COC(=O)C1=C(C)N(C)C(=NCC2CC2)NC1c1cccc(F)c1 (configuration not stated),x,-12,0.6,2,-5,-1,-11,-9,4,-5
CCCCn1c(N)c(N(Cc2ccccc2OC)C(=O)COc2ccc(C)cc2)c(=O)[nH]c1=O,-4,6,0.3,0,4,-6,8,-4,6,0
CCc1cc(=O)oc2c(CN3CCN(C)CC3)c(O)c(Cl)cc12,-3,4,0.5,17,2,1,2,7,4,3
C=CCNC(=O)C1CC(=O)N(c2ccc(OCc3ccc(F)cc3)cc2)C1 (configuration not stated),0,-1,-1.5,-3,12,-8,-9,-7,-6,5
CCN1CCN(C(C(=O)NC2CCCC2)c2ccc(Cl)cc2)CC1 (configuration not stated),-1,-11,0.3,-3,-13,-9,6,4,-1,-2
Cc1cccc(C)c1NC(=O)CN(C)C(=O)c1ccc(OCc2ccccc2)cc1,-5,2,-1.0,-6,3,1,4,5,2,0
CCOC(=O)c1cc2n(n1)C(C(F)(F)F)CC(C)N2 (configuration not stated),-2,2,-3.9,-1,-2,3,7,-4,-1,2
Cc1ccc(S(=O)(=O)N2CC(O)C[C@H]2C(=O)OCC(=O)c2ccccc2)cc1 (some centres not stated),-4,1,-2.0,2,3,-4,14,7,2,-1
CC(c1c[nH]c2ccccc12)c1c[nH]c2ccc(Br)cc12 (configuration not stated),x,-9,x,-6,-7,-3,x,x,12,0
C=CCc1ccc(OCCCCOc2ccc(C(=O)O)cc2)c(OC)c1,x,2,-0.5,2,-4,0,7,-6,3,1
COc1ccc(CNC(=O)CN(C(=O)CCC(=O)Nc2nccs2)c2ccc(C)cc2)cc1,3,4,-1.6,0,-3,-6,3,-2,-5,-3
COc1cc2c(cc1OC)CN(S(=O)(=O)c1ccc(Cl)nc1)CC2,1,2,-1.2,-3,2,2,10,3,2,0

# 5 entries from above, bar-delimited.
Molecule | HTRA1 inhibitor | NPR2 activator | PG9 Ab binder | mABHD4 FP | GC-A act | Rev-erbA mod | ARFGAP1 inh | ASAP1 inh | rCAG RNA binder | SMARCA2 act
C=CCNC(=O)C1CC(=O)N(c2ccc(OCc3ccc(F)cc3)cc2)C1 (configuration not stated) | 0 | -1 | -1.5 | -3 | 12 | -8 | -9 | -7 | -6 | 5
CCc1cc(=O)oc2c(CN3CCN(C)CC3)c(O)c(Cl)cc12 | -3 | 4 | 0.5 | 17 | 2 | 1 | 2 | 7 | 4 | 3
C=CCc1ccc(OCCCCOc2ccc(C(=O)O)cc2)c(OC)c1 | x | 2 | -0.5 | 2 | -4 | 0 | 7 | -6 | 3 | 1
COc1cc2c(cc1OC)CN(S(=O)(=O)c1ccc(Cl)nc1)CC2 | 1 | 2 | -1.2 | -3 | 2 | 2 | 10 | 3 | 2 | 0
CCN1CCN(C(C(=O)NC2CCCC2)c2ccc(Cl)cc2)CC1 (configuration not stated) | -1 | -11 | 0.3 | -3 | -13 | -9 | 6 | 4 | -1 | -2

# Additional compounds
SMILES,HTRA1 inhibitor,NPR2 activator,PG9 Ab binder,mABHD4 FP,GC-A act,Rev-erbA mod,ARFGAP1 inh,ASAP1 inh,rCAG RNA binder,SMARCA2 act
COCCNc1nc(-c2ccc(OC)cc2)c(-c2ccc(OC)cc2)s1,16,1,3.9,5,4,1,-5,-3,-1,-3
CCOCCn1c(SCCCc2ccccc2)nc2c1c(=O)[nH]c(=O)n2C,-7,8,-1.0,2,4,-1,11,-1,-2,4
Cc1cccc(C(=O)OCC(=O)N2CCN(C(=O)c3ccco3)CC2)c1O,-3,4,1.1,-4,1,-4,-3,-10,0,0
CCCCCc1c(-c2ccc(F)cc2F)ncn1CCc1ccccc1OC,x,-3,-1.8,0,-4,11,-6,9,-1,-2
S=C(NCCc1ccccc1)N1CCN(C(=S)NCCc2ccccc2)CC1,-3,-3,0.6,6,3,-6,-14,-19,-4,1
CC(=O)OC[C@H]1O[C@@H](Sc2cccc3cccnc23)[C@H](OC(C)=O)[C@@H](OC(C)=O)[C@H]1OC(C)=O,0,-2,-1.6,6,-1,-2,5,-3,-5,5
O=[N+]([O-])c1ccc(S(=O)(=O)N(CC(O)CN2CCCCC2)c2ccccc2)cc1 (configuration not stated),-4,-4,-1.1,9,3,2,7,4,5,-2
CSc1ccc(S(=O)(=O)NCC(=O)OCC(=O)N(C)C2CCCCC2)cc1[N+](=O)[O-],1,-1,-0.5,-1,-2,3,0,6,1,-2
COc1ccc(Cc2nnc(SC)[nH]c2=O)cc1,-2,-1,-0.2,0,-3,-3,0,-3,1,-4
COc1ccccc1/C=C1\SC(=S)N(NS(=O)(=O)c2ccccc2)C1=O,-6,-1,-3.0,-6,2,2,-21,-9,69*,4
CCOC(=O)c1[nH]ncc1CN1CCC(Cc2cccc(OC)c2)(C(=O)OCC)CC1,-6,-4,0.1,1,-5,0,-11,-5,-5,-2
COCCCNC(=O)CCCOc1ccccc1,1,4,-1.5,6,4,-2,4,-6,0,1
CCCn1c2c(c(O)c(C(=O)NCCCN(CC)CC)c1=O)CCCC2,9,1,0.4,7,7,-1,-6,6,-4,-1

# Compound activity as filed in PubChem.
